Vif inh: HIV Vif inhibition. HEK293T cells, Vif self-association by quenched fluorescence, imaging, 24 h. inhibition, % at 7.49 µM. 340,000 tested, 0.35% active. AID 602346; in the data active = inhibition above about 50%, passing the limit was not always enough; note: some results filed as inactive read as strong as hits
N-glyco inh: N-linked glycosylation inhibition; D54 ERlucT glycosylation luciferase reporter, 24 h; percent of 100 nM tunicamycin response; reporter increase, % at 12.5 µM; 360,000 tested, 0.23% active;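 active = mean luciferase reporter signal, scaled so untreated is 0 and the glycosylation-blocking control 100, at or above a set limit in every replicate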;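 note: luciferase carries N-glycosylation sites so blocking glycosylation raises the light; 0% = median of neutral control wells and 100% = median of 100 nM tunicamycin wells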
MC4R antagonist: antagonists of human melanocortin 4 receptor (MC4R); inhibition, % at 6.5 µM; MC4R-expressing cells, MTII-stimulated cAMP, LANCE TR-FRET; P32245; AID 540295; 360,000 tested, 0.48% active;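 active = inhibition above its plate's cutoff, the mean of tested wells on that plate plus 3 SD, cut at about 29% in these data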;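 note: 0% = Melanotan II alone and 100% = Melanotan II plus saturating MCL0020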
Target sequence (P32245 whole entry, looked up): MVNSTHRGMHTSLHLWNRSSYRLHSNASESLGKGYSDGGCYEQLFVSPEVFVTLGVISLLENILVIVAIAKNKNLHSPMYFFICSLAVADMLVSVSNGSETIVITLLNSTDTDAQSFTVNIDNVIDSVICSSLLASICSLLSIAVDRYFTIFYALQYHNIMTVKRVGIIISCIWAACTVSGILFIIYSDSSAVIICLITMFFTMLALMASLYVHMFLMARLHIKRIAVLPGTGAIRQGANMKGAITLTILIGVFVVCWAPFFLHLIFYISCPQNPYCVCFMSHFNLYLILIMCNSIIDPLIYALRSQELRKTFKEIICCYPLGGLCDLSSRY
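Assay system: human MC4R-expressing U2OS cells; reagent: Melanotan II stimulation of cells; dosing: 6.5 µM single dose; timing: compound 30 min, challenge 1 h, detection 1 h; signal: TR-FRET cAMP assay; replicates: one well per compound, no replicates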
ABCB6 inh 2: human ABCB6 transporter inhibition; Q9NP58; K562-ABCB6 porphyrin accumulation, flow cytometry, 1 h; active compounds read low; fluorescence ratio to DMSO, % at 10 µM; 360,000 tested, 0.19% active;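 active = fluorescence ratio to DMSO below 75%, the collection mean minus 3 SD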;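 note: signal is porphyrin accumulated inside mitochondria; 100% equals median channel fluorescence of DMSO control wells; lower ratio means ABCB6 inhibition with less porphyrin fluorescence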
PDI inh: PDI (human) enzyme inhibition | PDI insulin aggregation turbidity, A650, 90 min | inhibition, % at 10 µM | P07237 | AID 588391 | 350,000 tested, 0.052% active;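 active = mean inhibition across replicates of 30% or more, whatever share of single replicates reach that level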;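 note: absorbance from insulin aggregation driven by PDI reduction with DTT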
Target sequence (P07237 whole entry, looked up): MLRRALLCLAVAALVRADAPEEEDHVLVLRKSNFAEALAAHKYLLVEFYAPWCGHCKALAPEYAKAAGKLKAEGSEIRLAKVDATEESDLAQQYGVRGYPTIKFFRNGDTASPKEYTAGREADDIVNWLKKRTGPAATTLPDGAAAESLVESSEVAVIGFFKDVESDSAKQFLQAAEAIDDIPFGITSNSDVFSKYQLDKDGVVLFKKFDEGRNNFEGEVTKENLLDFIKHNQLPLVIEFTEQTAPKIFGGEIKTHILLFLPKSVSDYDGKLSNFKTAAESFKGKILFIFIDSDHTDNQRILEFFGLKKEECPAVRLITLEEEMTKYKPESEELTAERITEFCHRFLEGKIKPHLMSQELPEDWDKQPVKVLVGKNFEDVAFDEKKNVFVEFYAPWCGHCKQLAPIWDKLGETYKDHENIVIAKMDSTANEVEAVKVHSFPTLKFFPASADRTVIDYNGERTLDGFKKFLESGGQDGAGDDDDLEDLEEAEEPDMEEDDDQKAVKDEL
CaV13 FRET inh: Primary screen for inhibitors of IQ motif and Ca2+-dependent inactivation inhibitor domain binding in CACNA1D, Förster resonance energy transfer in living cells, …; HEK cells, CFP/YFP FRET ICDI-IQ, plate reader, 10 min; percent FRET-ratio fall versus neutral wells; inhibition, % at 12.3 µM; 340,000 tested, 0.098% active; AID 743397;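 active = mean replicate inhibition of at least 30% and at least 1% of replicates passing that level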;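 note: 0% = median of the neutral control wells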
MC4R barr agon: human MC4R agonism via beta-arrestin; P32245; 360,000 tested, 0.98% active; AID 540308; U2OS MC4R beta-arrestin complementation, luminescence; percent of melanotan II response, DMSO zero; activation, % at 8.9 µM;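 active = activation above a per-plate cutoff, the mean activation of sample wells on that plate plus 3 SD, cut at about 8% in these data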
HTR2A ag: mouse HTR2A agonism via beta-arrestin recruitment | activation, % at 7.6 µM | AID 624169 | CHO-K1 mHTR2A beta-arrestin complementation, luminescence; percent of 30 µM serotonin response | 360,000 tested, 0.66% active;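 active = activation above a run cutoff, the mean activation of all tested compounds plus 3 SD, cut at about 14% in these data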;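 note: 0% = plate median of compound wells and 100% = 30 µM serotonin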
Cardio protect: modulators protecting cardiomyocytes from myocardial damage; H9c2 cardiomyocytes, H2O2 injury protection, ATPLite, 2 h; protection from H2O2 cell death, % at 20 µM; 360,000 tested, 0.63% active;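 active = compounds giving at least 50% protection of heart cells from peroxide-induced death in the single-dose screen, raw or plate-pattern-corrected value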;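 note: 0% = DMSO wells with peroxide and 100% = DMSO wells without peroxide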
aDG glyco act: increases alpha dystroglycan glycosylation | AID 624168 | activation, % at 10 µM | Pro5-aDG cells, alpha-DG glycosylation AlphaScreen (IIH6); 0% Pro5, 100% B10-LARGE cell signal | 360,000 tested, 0.22% active;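 active = activation of at least 8% versus controls, or a plate z-score of at least 8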;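 note: Pro5 are CHO cells carrying HIG-tagged alpha-DG that lacks glycosylation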
* marks the source's active call; other numbers are inactive results; i = inactive; nt = not tested or not shown. Compounds were not picked by outcome; 3.6% or so of the library scored in one or more.

Fields: Vif inh, N-glyco inh, MC4R antagonist, ABCB6 inh 2, PDI inh, CaV13 FRET inh, MC4R barr agon, HTR2A ag, Cardio protect, aDG glyco act
Cc1nc(C(=O)O)cc([N+](=O)[O-])c1C
 : 16, -1, 10, 95, 3, -4, 0.3, -1, 3, 0.5
COc1ccc(CCc2cc(OC)c(OC)c(OC)c2)cc1
 : -9, 14, -14, 105, -6, -2, -0.8, 0, -8, 0.0
CCOC(=O)C1CCN(Cc2nc3ccc(Cl)cc3n2CCO)CC1
 : -5, 2, 19, 105, 1, -4, -1.7, 3, -1, 0.1
CCOc1ccc(OCC(=O)NCCS(=O)(=O)N2CCN(c3ccc(F)cc3)CC2)cc1
 : 1, -2, 1, 100, 2, -7, -0.8, -4, -5, 0.0
O=C(COC(=O)/C=C/c1cccs1)NC(c1ccccc1)c1ccccc1
 : 3, 0, -1, 98, -3, -6, 8.0, -1, -2, -0.2
COc1ccc(C(=O)/C(=C/O)N=Nc2ccc(F)cc2)cc1
 : 0, 0, 23, 100, 5, -5, 3.4, -2, -18, 0.0
CC(C)(C)c1ccc(-c2cn(-c3ccc(Br)cc3)c3[n+]2CCCS3)cc1
 : 1, 2, 6, 99, 11, -5, 0.4, 1, -24, 0.6
N[C@@H](Cc1ccccc1)c1nnc2sc(SCc3ccccc3)nn12
 : -2, 0, 6, 97, 1, nt, -1.0, -7, 0, 0.0
CC1CN(c2cnn(C(C)C)c(=O)c2Cl)CC(C)O1 (centres undefined)
 : -7, 1, 3, 100, 6, -3, -0.8, -3, 8, -0.1
CC(C)NC(=O)c1ccccc1S(=O)c1ccccc1C#N (centres undefined)
 : 14, 1, 0, 97, -2, nt, -0.8, 5, 15, -0.1
O=C(CN1C(=O)c2cccc3cccc1c23)N1CCN(c2cccc(Cl)c2)CC1
 : 19, 1, 9, 102, -1, -1, -1.8, 2, -3, 0.0
O=C(Nc1ccc(Cl)c(Cl)c1)Nc1cc(S(=O)(=O)N2CCOCC2)ccc1N1CCCC1
 : 2, -5, 5, 76, 0, -5, -2.6, -9, -16, -0.1
O=C(Nc1ccc(Cl)cc1)c1cncs1
 : -7, 0, -4, 95, -7, -19, 0.1, 2, 8, -0.1
COc1ccccc1N=Nc1ccc(N)c(C)c1
 : 4, 2, -7, 104, -1, -3, 0.0, 4, -1, -0.3
CCCCSCc1nc2nc(Cl)c(Cl)nc2[nH]1
 : -6, -2, 10, 95, 1, -7, 0.1, 8, -21, 0.5
O=C(NCC1CCCO1)/C(=C\c1ccccc1F)NC(=O)c1ccccc1 (centres undefined)
 : -21, 0, 0, 88, -15, -3, 1.1, 6, 13, 0.2
O=C(COc1ccc(Cl)cc1)N1CCN(C(=O)c2ccccc2F)CC1
 : -11, -2, 7, 99, 8, -7, -0.3, -2, 2, 0.1
COc1cc(/C=N/NC(=O)c2cccc(NC(=O)c3ccccc3)c2)ccc1O
 : -4, 1, 21, 106, -1, -4, 1.8, -9, 19, 0.0
O=C(OCCCCOC(=O)c1ccccc1)c1ccccc1
 : -5, 2, -1, 96, -11, -5, 0.1, 1, 4, -0.2
Cc1ccc(C)c(S(=O)(=O)Nc2cc3c4c(c2)CCC(=O)N4CCC3)c1
 : -10, 4, 1, 94, -1, -2, -1.8, -3, -7, 0.9
Cc1ccc(C(=O)NCC(=O)OC(C)C(=O)NC2CCCc3ccccc32)cc1 (centres undefined)
 : -6, 1, 22, 101, -5, -6, -3.1, -5, 0, -0.1
CCN(CC)C(=O)c1sc2c(c1C)c(=O)n(-c1ccc(C)c(C)c1)c(=O)n2CC(=O)NCC1CCCO1 (centres undefined)
 : 2, 1, 2, 84, 5, -5, 0.3, 2, 3, -0.1
COc1cccc(C(=O)Nc2ccc(NC(=O)C3CC=CCC3C(=O)O)cc2)c1 (centres undefined)
 : 6, 3, 9, 101, 2, -5, -1.5, -4, 6, 0.1
Nc1ccc2c3c(cccc13)-c1ccccc1-2
 : i, -2, 10, 784, -7, -14, -0.3, 1, -3, 0.3
CSc1nsc(SC)c1C(=O)N1CCN(S(=O)(=O)c2ccc(C)cc2)C1C(C)C (centres undefined)
 : -11, 1, 6, 104, -5, nt, -1.2, 4, 83*, 0.0
CC1(C)CC(=O)C=C(c2ccc(F)cc2OCc2ccccc2)C1
 : -7, -3, 13, 98, 4, -11, 1.8, -8, -6, 0.5
COc1ccc(-c2nc(=S)c3c(n2Cc2cccnc2)CC(C)(C)OC3)cc1
 : -1, 0, 4, 100, -7, -19, -0.5, 0, 0, 0.0
COc1ccccc1NC(=O)COC(=O)c1ccc2ccccc2n1
 : -3, 2, 17, 102, -6, -7, 0.6, -3, 2, 0.4
Cc1ccc(C(=O)NCCCNC(=O)c2ccco2)cn1
 : -5, 0, 4, 93, 5, -7, 1.7, -2, -1, 0.0
O=C1c2ccccc2S(=O)(=O)c2cc(C(=O)N3CCC(N4CCCC4)CC3)ccc21
 : 1, -2, 3, 101, -2, -7, -0.3, -7, 8, -0.6
COc1cccc(C2c3c(oc4ccccc4c3=O)C(=O)N2CCCN2CCOCC2)c1 (centres undefined)
 : 5, -1, 1, 94, nt, -10, 2.5, 1, -40, -0.1
S=c1[nH]nc(-c2cccnc2)n1/N=C/C=C/c1ccco1
 : -6, 3, 12, 94, 10, 0, 1.0, 2, -5, 0.0
Cc1ccnc(NC(=O)CCC(=O)N(CC(=O)NCc2ccccc2)Cc2cccs2)c1
 : 2, 8, 22, 100, -3, -7, -2.9, -2, 4, -1.0
O=C(NC1CCCCCC1)c1ccc(OCC2CCCO2)cc1 (centres undefined)
 : 0, -2, -7, 102, 7, -5, -1.6, 3, -2, 0.1
COc1ccccc1N1CCN(S(=O)(=O)c2c(C)[nH]c(C)c2C(=O)N2CCCC2)CC1
 : -5, 1, 7, 92, -3, -8, 0.4, -5, -1, -0.2
COc1ccc(/C=N/NC(=O)c2ccc(C)nc2)cc1O
 : 0, 2, 1, 98, 3, -21, -1.1, 6, -2, 0.0
CS/C(N)=N/N=C/c1c(O)ccc2ccccc12
 : 0, -2, -4, 93, -10, -17, -2.8, 0, -18, 0.1
COc1ccc(Cl)cc1NS(=O)(=O)N1CCOCC1
 : nt, 2, 7, 93, -1, -3, -1.0, -1, -5, -0.3
CN(C)C(=O)c1ccc(NC(=O)c2cccc(-n3cnnn3)c2)cc1
 : -4, 1, 4, 94, -4, -7, 0.9, 0, 4, 1.3
COCCNC(=O)CN(C(=O)Cn1nnc2ccccc21)c1ccc(C)c(F)c1
 : 1, 1, -1, 101, 3, -3, -0.8, 5, 0, -0.2
CN(C(=O)COC(=O)c1cc([N+](=O)[O-])ccc1Cl)c1ccccc1
 : 27, 0, 18, 99, -2, -7, -1.4, 10, -4, 0.0
Cc1ccc(SC[C@H](C)CN2CCC(NC(=O)OCc3ccccc3)CCC2=O)cc1 (some centres undefined)
 : nt, nt, nt, 95, nt, -7, nt, -4, nt, -0.3
Cc1ccccc1Nc1nc(N)nc(CN2CCN(C(=O)c3ccccc3)CC2)n1
 : 8, 0, 0, 103, 3, -4, -1.9, -3, 2, -0.2
CCCCn1c(N)c(N(CCC(C)C)C(=O)CCN2C(=O)C3CC=CCC3C2=O)c(=O)[nH]c1=O (centres undefined)
 : -5, 2, 7, 97, -3, -5, -3.1, 6, 2, 0.0
C1=C(CCNc2nnnn2-c2ccccc2)CCCC1
 : -9, -3, 4, 94, 1, -3, -0.6, -4, -22, 1.6
Cc1nc(SCC(=O)c2ccc(F)c(F)c2)[nH]c(=O)c1Oc1ccc(Cl)cc1
 : 7, 2, -8, 100, 11, -5, -0.9, 4, 0, -0.1
Cc1csc(Sc2nc3c(c(=O)[nH]c(=O)n3C)n2Cc2ccccc2Cl)n1
 : -8, 2, 0, 98, -8, -4, -1.1, -3, 2, 0.0
COc1ccc(-c2noc(CSc3nc(-c4ccccc4)cc(=O)[nH]3)n2)cc1OC
 : 0, 1, 1, 105, -2, nt, -1.1, -7, -9, -0.2
O=C(CCC(=O)Nc1ccccc1)NNC(=O)c1cccs1
 : 2, -1, 10, 103, 0, -7, 0.0, 0, 0, 0.2
Cc1ccc(CCc2nnc(SCC(=O)Nc3cccc(Cl)c3)n2-c2ccccc2)o1
 : -7, -5, -1, 105, 9, -5, 27*, 1, -12, -0.2

Further compounds.
Fields: Vif inh, N-glyco inh, MC4R antagonist, ABCB6 inh 2, PDI inh, CaV13 FRET inh, MC4R barr agon, HTR2A ag, Cardio protect, aDG glyco act
CC(NC(=O)c1cn(C(C)c2ccccc2F)nn1)c1ccncc1 (centres undefined)
 : 0, 2, 1, 96, -1, 3, -0.6, 4, -9, 0.4
CC(C)c1c(C(=O)N/N=C/c2ccncc2)nnn1-c1nonc1N
 : -17, 3, 5, 92, -6, -2, 0.0, -5, -1, -0.1
Cc1c(NC(=O)c2nn(CC(C)C)c(=O)c3ccccc23)c(=O)n(-c2ccccc2)n1C
 : nt, 3, 9, 93, -1, -5, -2.3, 2, 7, 0.0
Cc1ccccc1N(Cc1nnc2n1CCCCC2)C(=O)Nc1ccccc1
 : -13, 0, 20, 96, 0, -1, 0.1, 1, -1, 0.1
O=C(Cc1ccc(Cl)cc1)NC1CC1
 : 71*, 1, 1, 95, -1, -2, -1.6, 4, 5, -0.1
N#Cc1c(SCC(=O)O)nc(N2CCCCC2)c2c1CCCC2
 : nt, 3, 2, 112, 4, nt, -1.4, 6, 9, 0.0
Cc1ccc(CNCC(O)c2ccccc2)s1 (centres undefined)
 : 0, -1, 8, 100, -1, -4, 1.1, 3, 4, 0.3
CC(=O)NNc1cc(C)nc(NS(=O)(=O)c2ccc(C)cc2)n1
 : 0, 4, -2, 100, -5, -19, -3.0, 3, 2, 0.1
